NR5A2 inv ag – suppresses constitutive activity of human LRH-1; O00482; HEK293T StAR-luciferase reporter, LRH-1 transfected, 24 h; inhibition, % at 3.6 µM; hit rate 0.13% among 360,000; AID 602396;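 active = inhibition above the mean inhibition of all tested compounds plus 3 SD, cut at about 73% in these data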;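 also: 0% = DMSO wells and 100% = reporter-only cells lacking LRH-1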
SRC1 inh – inhibitors of human steroid receptor coactivator 1 (SRC1). Q15788. HEK293 GAL4-SRC1 luciferase reporter, luminescence. inhibition, % at 3.6 µM. hit rate 0.12% among 360,000. AID 588354;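 active = inhibition above the campaign mean plus 3 SD, with each screening campaign given its own cutoff, cut at about 60% in these data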;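 also: 0% = DMSO treated cells and 100% = gossypol at 36 µM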
LMP1 NFkB inh – Epstein-Barr LMP1 NF-kappaB reporter inhibition; hit rate 0.69% among 350,000; inhibition, % at 12.5 µM; LMP1-induced NF-kappaB luciferase reporter cells, luminescence; AID 504558; in the data active = inhibition above about 41%;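 also: 0% = neutral control wells and 100% = reference inhibitor control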
NCOA2 inhibitor – human SRC2 (NCOA2) inhibition; Q15596; HEK293 GAL4-SRC2 luciferase reporter, luminescence; inhibition, % at 9 µM; hit rate 0.17% among 370,000;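 active = inhibition above the mean inhibition of all tested compounds plus 3 SD, set per campaign, cut at about 52% in these data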;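 also: 0% = DMSO treated cells and 100% = cells given Gossypol at 36 µM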
MC4R antag cAMP – blocks human MC4R cAMP signaling; P32245; MC4R-expressing cells, MTII-stimulated cAMP, LANCE TR-FRET; inhibition, % at 6.5 µM; hit rate 0.48% among 360,000; AID 540295;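 active = inhibition above its plate's cutoff, the mean of tested wells on that plate plus 3 SD, cut at about 29% in these data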;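 also: 0% = Melanotan II alone and 100% = Melanotan II plus saturating MCL0020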
Target sequence (P32245 whole entry, looked up): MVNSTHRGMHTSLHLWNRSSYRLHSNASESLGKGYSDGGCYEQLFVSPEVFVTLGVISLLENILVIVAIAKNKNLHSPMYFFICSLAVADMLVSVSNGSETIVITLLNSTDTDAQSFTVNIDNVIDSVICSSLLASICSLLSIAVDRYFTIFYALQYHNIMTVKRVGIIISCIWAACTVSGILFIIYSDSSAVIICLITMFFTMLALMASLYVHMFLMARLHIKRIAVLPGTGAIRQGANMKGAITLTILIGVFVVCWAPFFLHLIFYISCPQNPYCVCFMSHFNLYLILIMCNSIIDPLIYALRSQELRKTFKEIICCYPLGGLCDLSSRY
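Assay system: human MC4R-expressing U2OS cells; reagent: Melanotan II stimulation of cells; dosing: 6.5 µM single dose; timing: compound 30 min, challenge 1 h, detection 1 h; signal: TR-FRET cAMP assay; replicates: one well per compound, no replicates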
ABHD5-PLIN5 inh – ABHD5-PLIN5 protein interaction inhibition. Split G. princeps luciferase complementation, luminescence, 4 h. inhibition, % at 4 µM. hit rate 0.78% among 360,000. Q00G26+Q8WTS1. AID 602281;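 active = inhibition above the mean inhibition across every tested compound plus 3 SD, cut at about 22% in these data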;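 also: 0% = DMSO only wells and the 100% control is not disclosed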
TLR9-MyD88 inh – inhibitors of human TLR9-MyD88 binding | inhibition, % at 4.98 µM | hit rate 0.21% among 340,000 | Q9NR96+Q99836 | CHO BLA complementation TLR9-MyD88, CCF4 FRET ratio;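 active = inhibition above the mean over all tested compounds plus 3 SD, cut at about 21% in these data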;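 also: 0% = DMSO only wells and 100% = clavulanate BLA inhibitor control wells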
SRC3 inh – inhibitors of human steroid receptor coactivator 3 (SRC3). Q9Y6Q9. HEK293 GAL4-SRC3 luciferase reporter, luminescence. inhibition, % at 3.6 µM. hit rate 0.17% among 360,000;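 active = inhibition above a per-campaign cutoff, the mean of all compounds plus 3 SD, cut at about 60% in these data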;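 also: 0% = DMSO-treated cells and 100% = gossypol-treated cells at 36 µM; higher means less SRC3-driven luciferase light from the GAL4 reporter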
COUP-TFII inh – NR2F2 (human) inhibition, primary screen | P24468 | HEK293T NGFI-A luciferase reporter, luminescence | inhibition, % at 8.6 µM | hit rate 0.7% among 370,000;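 active = inhibition above a per-plate cutoff, mean inhibition of test wells between control levels plus 3 SD, cut at about 38% in these data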;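 also: cells cotransfected with COUP-TFII expression vector driving the NGFI-A reporter; 0% = median of COUP-TF2 test wells and 100% = reporter-only cells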
MC4R ag barr – human MC4R agonism via beta-arrestin. P32245. U2OS MC4R beta-arrestin complementation, luminescence; percent of melanotan II response, DMSO zero. activation, % at 8.9 µM. hit rate 0.98% among 360,000;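 active = activation above a per-plate cutoff, the mean activation of sample wells on that plate plus 3 SD, cut at about 8% in these data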
NOD2 RIPK2 PPI – inhibitors of human NOD2-RIPK2 interaction; O43353; CHO BLA complementation NOD2-RIPK2, CCF4 ratio; inhibition, % at 4.98 µM; hit rate 0.38% among 360,000; in the data active = inhibition above about 21%;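 also: 0% = vehicle only and 100% = reference blocker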
Target sequence (O43353 whole entry, looked up): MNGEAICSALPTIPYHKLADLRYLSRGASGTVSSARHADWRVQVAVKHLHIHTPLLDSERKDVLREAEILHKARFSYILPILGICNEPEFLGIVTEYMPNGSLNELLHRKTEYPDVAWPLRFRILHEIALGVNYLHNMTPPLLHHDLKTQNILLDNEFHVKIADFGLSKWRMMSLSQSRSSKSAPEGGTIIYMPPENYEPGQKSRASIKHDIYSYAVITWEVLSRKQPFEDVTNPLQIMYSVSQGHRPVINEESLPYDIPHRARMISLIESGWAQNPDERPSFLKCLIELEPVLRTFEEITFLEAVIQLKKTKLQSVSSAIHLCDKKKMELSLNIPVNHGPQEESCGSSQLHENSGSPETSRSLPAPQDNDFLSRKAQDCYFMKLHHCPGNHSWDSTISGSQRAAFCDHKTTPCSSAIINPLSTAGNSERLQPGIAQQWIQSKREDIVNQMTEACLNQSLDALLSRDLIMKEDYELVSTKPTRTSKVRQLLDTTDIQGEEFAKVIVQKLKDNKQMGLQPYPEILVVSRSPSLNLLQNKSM
* hit, by the source's call; / = no result given. A portion of the library; rates above refer to the full screens.

The line under a structure holds: NR5A2 inv ag	SRC1 inh	LMP1 NFkB inh	NCOA2 inhibitor	MC4R antag cAMP	ABHD5-PLIN5 inh	TLR9-MyD88 inh	SRC3 inh	COUP-TFII inh	MC4R ag barr	NOD2 RIPK2 PPI
- N#C/C(=C\c1ccc(-c2nc3ccccc3s2)o1)C(N)=O
 : -66	-86	-18	-113	-28	2	-7	-86	-26	21*	-7
- COc1cc(/C=C2/SC(=Nc3ccc(O)cc3)NC2=O)ccc1O
 : 41	4	9	13	-52	0	4	13	-81	-1.2	-2
- CCOc1ccc(/C=N/Nc2nncc(-c3ccccc3)n2)cc1OC
 : -12	-15	4	-2	8	3	-6	13	-14	1.6	-6
- Cc1ccc(CN(Cc2ccco2)S(=O)(=O)c2ccc(S(=O)(=O)NCC3CCCO3)cc2)cc1 (stereo unspecified)
 : 5	-38	2	15	6	-8	-29	4	0	1.2	-1
- Cc1ccc(-n2c(=O)[nH]cc(C(=O)N3CCc4ccccc43)c2=O)cc1C
 : -4	-2	-7	-19	11	6	9	-2	9	-1.6	-2
- CC(C)C[C@H](NC(=O)C1CCN(S(=O)(=O)c2ccccc2)CC1)C(=O)NCc1ccccn1
 : -9	-7	-2	10	9	-7	1	-9	-18	-1.9	11
- Cc1ccc(S(=O)(=O)Nc2nc(-c3ccccc3)cs2)cc1
 : 4	-10	-4	-23	22	2	-15	-11	9	0.5	-12
- Cc1c(NS(=O)(=O)c2cc(C(=O)Nc3ccc(F)cc3Cl)ccc2Cl)c(=O)n(-c2ccccc2)n1C
 : 3	-9	2	-31	13	3	3	3	0	-0.4	-7
- Cc1ccc(CNC(=O)Cc2ccc(-c3ccccc3)cc2)cc1
 : 19	-7	3	9	-21	2	0	8	-20	2.7	17
- CN(CCC1CCOCC1)C(=O)CC1C(=O)NCCN1Cc1c(F)cccc1Cl (stereo unspecified)
 : -30	7	-7	0	8	3	-1	11	5	0.1	3
- Cc1ccc2nc(SCC(=O)Nc3cc(C)on3)nc(=O)n2c1
 : -4	-11	1	-29	-5	-9	-3	-1	0	-1.4	-1
- CC1CCN(C(=O)CC2C(=O)Nc3c2c(=O)n(C)c(=O)n3Cc2ccccc2)CC1 (stereo unspecified)
 : 10	7	-1	-27	8	0	4	-8	10	-0.9	4
- CC1CC(C)CN(C(=O)COC(=O)/C=C/c2ccco2)C1 (stereo unspecified)
 : -13	-8	-9	-29	0	7	-10	-15	5	-0.1	-6
- O=C(O)c1cc([N+](=O)[O-])ccc1NCCO
 : -9	-4	0	-13	-4	-6	0	14	5	-1.1	-6
- N=C1S/C(=C\c2ccco2)C(=O)N1c1nccs1
 : -66	-58	-4	-33	-1	6	-1	-33	-8	-3.2	-8
- COC(=O)c1cc2c(C)c(C)c3ccccn3c-2c1C(=O)OC
 : 9	10	-5	-19	20	4	-4	-3	1	-1.0	-1
- Cc1c(NC(=O)Cc2noc3ccccc23)cccc1[N+](=O)[O-]
 : 5	0	-3	-14	1	11	-3	16	0	-0.2	-4
- COc1ccc(S(=O)(=O)N2CCCCC2)cc1NC(=O)c1cccs1
 : 9	8	9	-29	-1	3	-8	0	-8	-3.8	-3
- COCCn1c(-c2ccc(OC)cc2)cnc1SCC(=O)Nc1cc(C)on1
 : 7	4	18	-6	16	-2	-2	10	-14	0.5	-7
- Cc1ccc(-c2nc(S(=O)(=O)c3ccccc3)c(SCC(=O)NCC3CCCO3)o2)cc1 (stereo unspecified)
 : -1	-8	1	22	3	2	-6	-2	4	-0.5	-3
- O=C(CN1CCCCC1)NC(=O)Nc1ccccc1F
 : -48	-53	-17	-29	5	4	2	-2	-14	-0.9	-9
- Nc1ncnc2c1ncn2CCc1ccccc1
 : -17	10	-16	-16	3	6	1	-11	-7	-1.5	-3
- O=C(Nc1ccccc1Cl)c1ccccc1Oc1ccc(C(F)(F)F)cc1[N+](=O)[O-]
 : -2	0	6	7	4	-6	-2	4	11	5.8	-1
- CN1CCN(C2CN(C3CCCCC3)S(=O)(=O)C2)CC1 (stereo unspecified)
 : -18	10	/	3	/	3	/	26	-15	/	13
- CCCCN(CC)S(=O)(=O)N1CCC(C(=O)NCc2ccc(F)cc2)CC1
 : 5	5	3	-32	2	-6	5	10	-6	-1.4	-2
- Cc1ccc(C)c(N(CC(=O)NC(C)C)C(=O)CCC(=O)Nc2ccccn2)c1
 : 9	-1	-3	-7	1	0	5	1	7	-1.1	-5
- OC[C@H]1O[C@@H](c2nc(-c3cccc4ccccc34)no2)[C@H](O)[C@@H]1O
 : -40	-54	/	2	3	3	/	-29	-21	1.1	-3
- COc1ccc(C(Nc2cccc([N+](=O)[O-])c2)P(=O)(OC(C)C)OC(C)C)cc1 (stereo unspecified)
 : 25	9	-20	8	3	2	-11	8	-8	-1.8	-1
- Cc1ccc(NC(=O)NC(=O)CSc2nnc(-c3ccc(Cl)cc3Cl)n2N)c(C)c1
 : 8	15	3	-40	15	1	-11	-12	1	0.9	0
- O=C(Nc1ccn(Cc2ccccc2)n1)c1ccc(F)cc1
 : -57	-116	-38	-41	8	-2	-5	-54	-40	2.5	-8

Next part:
canonical_smiles | NR5A2 inv ag | SRC1 inh | LMP1 NFkB inh | NCOA2 inhibitor | MC4R antag cAMP | ABHD5-PLIN5 inh | TLR9-MyD88 inh | SRC3 inh | COUP-TFII inh | MC4R ag barr | NOD2 RIPK2 PPI
Cc1ccccc1N(C(=O)CNC(=O)c1ccco1)C(C(=O)NC1CCCCC1)c1ccncc1 (stereo unspecified) | 5 | -11 | 0 | -13 | -2 | 5 | -5 | 1 | -8 | 0.0 | 4
COC(=O)c1sc(S(=O)(=O)Nc2ccc3cn[nH]c3c2)c(C(=O)OC)c1C | -7 | 4 | -8 | -34 | 10 | 2 | 7 | 3 | 14 | 0.4 | -2
CCCC(=O)Nc1nnc(S(=O)(=O)N(C)Cc2ccco2)s1 | 3 | 2 | -6 | / | -4 | 41* | -9 | 1 | / | -1.5 | -2
CC(=O)Nc1ccc(NC(=O)c2c(-c3ccccc3Cl)noc2C)c(C)c1 | 8 | -18 | 2 | -13 | -2 | 1 | -2 | 17 | -4 | 0.3 | -6
O=C(Nc1cc(Cl)ccc1Cl)N1CCN(C(=O)Nc2cc(Cl)ccc2Cl)CC1 | -12 | -6 | 26 | 10 | 12 | -7 | 3 | -6 | 5 | -0.1 | -8
CCc1cc2c(SCC(=O)Nc3cc(C)on3)ncnc2s1 | 15 | -6 | 5 | 17 | -5 | -6 | 2 | 10 | 11 | 5.3 | 6
CCCCn1nc(C(=O)N2CCN(S(=O)(=O)c3ccccc3)CC2)c2ccccc2c1=O | -1 | -13 | 4 | 7 | 0 | 2 | 1 | 0 | 26 | -1.4 | -9
COc1cc(/C=C/CN2CCC(C(=O)NC(c3ccc(F)cc3)c3ccc4ccccc4n3)CC2)ccc1OC(C)=O (stereo unspecified) | -2 | -22 | / | -12 | -7 | 11 | / | 5 | -1 | 1.0 | 5
COc1cc(C(=O)NC(=S)Nc2ccc3c(c2)OCO3)cc(OC)c1OC | 10 | -6 | 6 | 12 | 0 | -14 | / | 3 | -18 | 7.0 | -5
CC1=CN2C(c3cccc([N+](=O)[O-])c3)=NON(c3ccc(C)cn3)C2C=C1 (stereo unspecified) | 7 | -13 | / | -27 | / | 2 | / | 7 | 2 | / | -1
O=C(OCCCOC(=O)c1ccc([N+](=O)[O-])o1)c1ccc([N+](=O)[O-])o1 | 21 | -2 | -9 | -24 | 12 | -4 | 4 | 9 | -17 | -0.5 | 4
Cc1ccc(/C=N/NC(=O)Cn2nc(C)c([N+](=O)[O-])c2C)o1 | -1 | -14 | -11 | 14 | 0 | -5 | -2 | -9 | 2 | -0.7 | -5
Cc1ccc(OCCN2CCCC2)cc1 | 14 | 1 | 5 | -3 | -2 | 4 | -4 | -3 | 16 | -1.7 | -13
O=C(N/N=C/c1cccc(OC2CSC2)c1)c1ccccc1O | -4 | -17 | -10 | -50 | 3 | -5 | 4 | -7 | -1 | -1.4 | 3
Nc1cnc(-c2ccccc2)nc1Cl | -32 | -37 | -10 | 1 | 9 | 2 | -1 | 3 | 11 | -3.0 | -6
O=C(c1ccccc1)N1CCN(C(=O)c2ccccc2)C1c1ccccc1 | 8 | -24 | 4 | -1 | -2 | -6 | -4 | 15 | -4 | -2.6 | 9
Cc1cc2cc(C(c3nnnn3Cc3ccco3)N3CCc4ccccc43)c(=O)[nH]c2cc1C (stereo unspecified) | 19 | -9 | -6 | -18 | -2 | 6 | 3 | 10 | 2 | 0.8 | -8
CCOc1ccccc1CNc1nnnn1C | 1 | 7 | 11 | -7 | 7 | 7 | -8 | -1 | -10 | -0.4 | 4
Cc1cc(C)nc(NNS(=O)(=O)c2c(C)cc(C(C)(C)C)cc2C)n1 | 5 | -7 | -3 | -9 | 0 | -3 | 8 | 3 | -1 | -2.2 | -3
CCOC(=O)c1nc(SC)n(C)c1C(=O)OCC | 17 | -12 | -1 | 4 | 18 | -6 | -7 | -11 | -2 | -1.4 | 11
CC(=O)Nc1ccc(/C=N/NC(=O)c2cccs2)cc1 | -103 | -98 | -21 | -98 | -4 | 1 | 2 | -60 | -58 | -0.1 | 5
COc1ccc(CCn2c(C)cc(C(=O)CCl)c2C)cc1OC | 26 | -21 | 9 | 28 | 30* | 5 | -9 | 4 | 13 | 6.9 | 3

Molecules from the list above that have an aryl thioether with sulfur outside any ring:
canonical_smiles | NR5A2 inv ag | SRC1 inh | LMP1 NFkB inh | NCOA2 inhibitor | MC4R antag cAMP | ABHD5-PLIN5 inh | TLR9-MyD88 inh | SRC3 inh | COUP-TFII inh | MC4R ag barr | NOD2 RIPK2 PPI
Cc1ccc2nc(SCC(=O)Nc3cc(C)on3)nc(=O)n2c1 | -4 | -11 | 1 | -29 | -5 | -9 | -3 | -1 | 0 | -1.4 | -1
COCCn1c(-c2ccc(OC)cc2)cnc1SCC(=O)Nc1cc(C)on1 | 7 | 4 | 18 | -6 | 16 | -2 | -2 | 10 | -14 | 0.5 | -7
Cc1ccc(-c2nc(S(=O)(=O)c3ccccc3)c(SCC(=O)NCC3CCCO3)o2)cc1 (stereo unspecified) | -1 | -8 | 1 | 22 | 3 | 2 | -6 | -2 | 4 | -0.5 | -3
Cc1ccc(NC(=O)NC(=O)CSc2nnc(-c3ccc(Cl)cc3Cl)n2N)c(C)c1 | 8 | 15 | 3 | -40 | 15 | 1 | -11 | -12 | 1 | 0.9 | 0
CCc1cc2c(SCC(=O)Nc3cc(C)on3)ncnc2s1 | 15 | -6 | 5 | 17 | -5 | -6 | 2 | 10 | 11 | 5.3 | 6
CCOC(=O)c1nc(SC)n(C)c1C(=O)OCC | 17 | -12 | -1 | 4 | 18 | -6 | -7 | -11 | -2 | -1.4 | 11
